TbPYK inhibitor: T. brucei pyruvate kinase inhibition; Q57TT1; TbPYK enzyme, Kinase-Glo Plus ATP luminescence, 45 min; Potency, µM (top dose mostly 76.8 µM), for the others: at the highest dose activity, negative = inhibition, hits mostly inhibitors; actives 0.12% (n = 410,000); active = well fitted inhibition curve with a large enough effect; also: nearly all actives have a fitted effect of over 50% in size
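Quantitative HTS: titrated library compounds versus trypanosomal pyruvate kinase in TEA buffer (pH 7.2) containing KCl, MgCl2, BSA and Tween-20. Reactions were initiated with ADP, 130 uM final. Kinase-Glo Plus luminescence was read after 45 min at RT.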
The depositor's hits bear a star; [ ] = dose if it differs, or a comment. % is scaled to controls: 0 for no effect and ±100 for the full control effect; potency is read from the fitted curve at half-maximal effect. Not all compounds are listed, so the mix of outcomes need not match the whole.

SMILES | TbPYK inhibitor
CN(C)c1ncc2nc(CCc3ccccc3)c(=O)n(-c3ccccc3)c2n1 | 1%
Cc1cccc(N2CCN(C(=O)CSCc3ccc(F)cc3)CC2)c1C | 2%
CCOc1ccccc1C(=O)N1CC(=O)Nc2ccc(C)cc2C1c1ccccc1 (stereo not given) | -1%
COc1ccc(C(=O)N2CCC3(CCN(Cc4ccncc4)CC3)CC2)cc1 | -1%
O=C(c1cnccn1)N1CCC2(CC1)CN(c1ccccn1)C2 | -6%
Cc1ccc2c(=O)cc(C(=O)Nc3c(C(=O)c4ccccc4)oc4ccccc34)oc2c1C | 3%
COCCNC(=O)CSc1nc(-c2cc(OC)c(OC)c(OC)c2)[nH]c1-c1ccc(Cl)cc1 | 0%
COc1ccc(NC(=O)CC2C(=O)N(c3cccc(C)c3)C(=O)N2Cc2cccnc2)cc1 (stereo not given) | 2%
CCN(CC)c1ccc(NC(=O)c2cccn2-c2nnc(N3CCCCC3)s2)c(C)c1 | -8%[15.4 µM]
O=C(NCc1ccccc1Cl)c1cnc(N2CCCCC2)c2ccccc12 | 4%
COc1ccc(NC(=O)N2CCC3(CC2)CCN(C(=O)c2cc(C(F)(F)F)cc(C(F)(F)F)c2)CC3)cc1 | 1%
Cc1ccccc1N1CC(c2nc3ccccc3n2Cc2ccc(Br)cc2)CC1=O (stereo not given) | -2%
Cc1ccc(/C=C/c2onc(C)c2S(=O)(=O)N2CCC(C(=O)Nc3cc(C)ccc3C)CC2)cc1 | -1%
COc1ccc(N(C)C(=O)Cn2cnc3sc(C)c(S(=O)(=O)N4CCN(c5ncccn5)CC4)c3c2=O)cc1 | 3%
Cc1ccccc1OCC(=O)Nc1cc(-c2cccc(Br)c2)nn1-c1ccccc1 | 0%
CCOC(=O)c1c(NC(=O)COc2ccc(OC)cc2)sc(C(=O)N(CC)CC)c1C | -5%
CCc1ccc(NC(=O)Nc2nnc(N(C)C3CCCCC3)s2)cc1 | -7%
Cc1ccsc1CN(Cc1ccco1)c1cnc(S(C)(=O)=O)nc1C(=O)Nc1ccc(Cl)cc1 | 2%
CCCCCn1c(=O)[nH]c2cc(C(=O)Nc3ccc(F)c(F)c3)ccc2c1=O | -6%
CCOC(=O)c1noc2ncn(CC(=O)Nc3cccc(C(F)(F)F)c3)c(=O)c12 | 0%
COc1ccc(Cl)cc1C(=O)Nc1sc2c(c1C(=O)OC(C)C)CCCC2 | 1%
COc1ccc(OC)c(CNc2nc3ccc(C)cc3n3nnnc23)c1 | -4%
CCOc1ccc(C(=O)NCc2ccc3c(c2)CCN3C(=O)c2ccc(C)cc2)cc1OCC | 1%
CCC(Sc1nc2c(sc3ccccc32)c(=O)n1CCc1ccc(OC)c(OC)c1)C(=O)N(CC)CC (stereo not given) | 1%
CCOC(=O)N1CCN(Cc2nc3cc(NC(=O)c4ccccc4Cl)ccc3n2C(C)C)CC1 | -6%
O=C(CCCn1c(=O)c2sccc2n(Cc2ccc(Cl)cc2)c1=O)NCc1ccc2c(c1)OCO2 | -4%
COc1ccc(N2CCN(c3cc(C)nc4nncn34)CC2)cc1 | 7%
COc1ccc(NC(=O)Cn2nc(C)c3c(C)n(-c4ccccc4)nc3c2=O)cc1OC | 2%
CC(C)NC(=O)N1CC2(CCN(C(=O)c3cccn3C)CC2)C1 | 10%
Cc1ccc(CNC(=O)CN2C(=O)C3(SCC(=O)N3c3ccc(F)c(F)c3)c3ccccc32)cc1 (stereo not given) | -4%
CC(=O)Nc1cccc(NC(=O)CSc2cn(CC(=O)N3CCCC3)c3ccccc23)c1 | 2%
Cc1c(C)n(Cc2ccc(F)cc2)c2ccc(C(=O)Nc3ccc(Cl)cc3)cc12 | -14%[15.4 µM]
O=C(COc1ccccc1)Nc1ccc(OCc2cc(=O)n3ccsc3n2)cc1 | -2%
COc1ccc(Cn2c(C(=O)O)c(CNC3CCCC3)c3ccc(OC)cc32)cc1 | 3%
Cc1ccc(NC(=O)N2CCc3cc(S(=O)(=O)N4CCC(C)CC4)ccc32)cc1C | 0%
Cc1cccc(CN2CCN(CC(=O)NCc3ccc(Cl)cc3)C2=O)c1 | -1%
COc1cccc(-c2nc3c(C#N)c[nH]n3c2NC2CCCC2)c1OC | 3%
CCC1CN(C(=O)Nc2ccc(C(=O)O)cc2)c2cc(Cl)ccc2O1 (stereo not given) | 0%
CCOc1ccc(NC(=O)C(CC)n2c(=O)c(-c3ccccc3NC(C)=O)nc3ccccc32)cc1 (stereo not given) | 4%
COc1ccc(C2c3c(-c4ccccc4O)n[nH]c3C(=O)N2CCc2ccccc2)cc1 (stereo not given) | -5%
Cc1c(C(=O)N2CCC(C(=O)Nc3ccc(F)cc3)CC2)sc2nc[nH]c(=O)c12 | -1%
Cc1ccc2c(=O)cc(C(=O)Nc3nnc(CC(C)C)s3)oc2c1C | 3%
Fc1ccc(C(NCCc2ccc(Cl)cc2)c2nnc(-c3ccccc3Cl)o2)cc1 (stereo not given) | -6%
Cc1ccc(CNC(=O)c2c(-c3ccc(F)cc3F)noc2C)o1 | -4%
COc1ccc(CNC(=O)Cn2ncn3nc(-c4cccs4)cc3c2=O)cc1 | -1%
CCOc1ccc(C2=CC(c3cc(Br)ccc3F)n3ncnc3N2)cc1Cl (stereo not given) | 0%
O=C(C1COc2cc(S(=O)(=O)Nc3ccc(Cl)cc3)ccc2O1)N1CCCC1 (stereo not given) | -4%
Cc1cc(Cl)ccc1NC(=O)CN(c1ccccc1Br)S(C)(=O)=O | 1%

Shown with each value named: part of the list above.
Cc1ccc2c(=O)cc(C(=O)Nc3c(C(=O)c4ccccc4)oc4ccccc34)oc2c1C
  TbPYK inhibitor = 3%

COCCNC(=O)CSc1nc(-c2cc(OC)c(OC)c(OC)c2)[nH]c1-c1ccc(Cl)cc1
  TbPYK inhibitor = 0%

COc1ccc(NC(=O)CC2C(=O)N(c3cccc(C)c3)C(=O)N2Cc2cccnc2)cc1 (stereo not given)
  TbPYK inhibitor = 2%

CCN(CC)c1ccc(NC(=O)c2cccn2-c2nnc(N3CCCCC3)s2)c(C)c1
  TbPYK inhibitor = -8%[15.4 µM]

(next part)
SMILES | TbPYK inhibitor
CCCN(C(=O)c1nn(-c2ccc(OC)cc2)c(=O)c2c1c1ccccc1n2C)c1ccc(CC)cc1 | 0%
COc1ccccc1Cn1c(CNS(=O)(=O)c2ccccc2Cl)nc2cccnc21 | -7%
CCOc1ccc(-c2nnc(SCC(=O)N(CC)c3cccc(C)c3)o2)cc1 | 0%
Cc1ccc(CSc2nc3cccnc3n2Cc2nc(-c3ccccc3F)oc2C)cc1 | -3%
COc1ccc(NC(=O)Cn2c(=O)c(-c3cc(C)ccc3NC(C)=O)nc3ccccc32)c(OC)c1 | -3%
COc1ccc(C(=O)c2cnc3ccc(C)cc3c2S(=O)(=O)c2ccccc2)cc1 | -18%
CCOC(=O)c1sc2ncn(CC(=O)Nc3ccc(N(C)C)cc3)c(=O)c2c1C | -1%
COc1ccc(-c2cc(C(C)=O)c(C)n2CCC(=O)NC2CCCCC2)cc1 | -2%[15.4 µM]
CS(=O)(=O)N1CCC[C@@]2(CCN(C(c3ccccc3)c3ccccc3)C2)C1 | 1%
Cc1ccc(OC(C)C(=O)Nc2nonc2-c2ccc(Br)cc2)cc1C (stereo not given) | 0%
CC(C)CNc1ncnc2c1nnn2C | 3%
CCOC(=O)c1sc(NC(=O)C(C)Sc2nc(-c3ccccc3)cc(C(F)(F)F)n2)c(C(=O)OC)c1C (stereo not given) | -2%
COc1cc(NC(=O)c2cc(-c3cccc(Cl)c3)on2)c(OC)cc1Cl | 1%
COc1ccc(-n2nc(C(=O)Nc3cccc(C)n3)c3c4ccccc4n(C)c3c2=O)cc1Cl | -3%
CCCCNC(=O)CSc1nc(-c2ccc(OC)cc2)cc(C(F)(F)F)n1 | -2%
COc1cccc(CNC(=O)c2nn(C)c3c2CSc2ccccc2-3)c1 | -2%
CCOC(=O)c1cccc(NS(=O)(=O)c2c(C)nc3sc(C)cn3c2=O)c1 | 0%
CCOc1ccc(NC(=O)c2cc(=O)c3ccc(C)c(C)c3o2)cc1 | -2%
CC(Oc1ccccc1)C(=O)Nc1ccc(C(=O)OCc2cc(=O)n3ccsc3n2)cc1 (stereo not given) | -2%
CCC(=O)N1CCc2cc(CNC(=O)Nc3ccccc3Cl)ccc21 | 0%
Cc1ccc2c(CN3CCN(C(=O)c4ccc(Br)cc4)CC3)cc(=O)oc2c1 | 1%
CCOC(=O)c1ccc(NC(=O)c2c(NC(C)=O)sc3c2CCC(C)C3)cc1 (stereo not given) | 1%
Cc1ccc2c(c1)N(CC(=O)NCc1cccc(Cl)c1)C(=O)c1cccnc1O2 | -8%
Cc1ccc(NC(=O)c2ccco2)c(OCc2cc(=O)n3cc(C)sc3n2)c1 | 1%
CC1CCc2c(sc3nc(-c4cc5cc(Br)ccc5oc4=O)[nH]c(=O)c23)C1 (stereo not given) | 0%
Cc1ccc(N(Cc2cccs2)C(=O)COc2cccc(C)c2)cc1 | 8%
Cc1ccc(N2CC(NC(=O)c3ccccc3Br)CC2=O)cc1 (stereo not given) | 0%
O=C1CN(C(=O)COc2ccc(Cl)cc2Cl)C(c2ccc(F)cc2)c2cc(F)ccc2N1 (stereo not given) | 0%
CC(=O)N1CCc2nc3sc(C(=O)c4ccc(F)cc4)c(N)c3c(C(F)(F)F)c2C1 | -4%
Cc1ccc(-c2nnc3c4ccccc4c(C)nn23)cc1NC(=O)c1ccccc1Cl | 2%
Cc1ccc(Nc2c(-c3ccccc3O)nc3ccc(Br)cn23)cc1 | 3%
Cc1ccc(Cc2nc3ccccc3nc2SCC(=O)N2CCc3ccccc32)cc1 | 2%
Cc1ccc(CNC(=O)C2CCN(c3nn4cc(-c5ccc(F)cc5)nc4s3)CC2)cc1 | -4%[15.4 µM]
O=C(Nc1ccc(NC(=O)c2cccs2)cc1)c1ccc(Cl)cc1 | -3%
Cc1ccc(C(=O)N2CC(=O)Nc3ccc(Br)cc3C2c2ccc(F)cc2)cc1C (stereo not given) | 3%
Cc1ccc(NC(=O)c2oc3ccc(S(=O)(=O)N(C)C4CCCCC4)cc3c2C)c(C)c1 | 6%

An excerpt of these results, tab-delimited.
smiles	TbPYK inhibitor
Cc1ccc(Cc2nc3ccccc3nc2SCC(=O)N2CCc3ccccc32)cc1	2%
Cc1ccc(Nc2c(-c3ccccc3O)nc3ccc(Br)cn23)cc1	3%
O=C(Nc1ccc(NC(=O)c2cccs2)cc1)c1ccc(Cl)cc1	-3%
CC1CCc2c(sc3nc(-c4cc5cc(Br)ccc5oc4=O)[nH]c(=O)c23)C1 (stereo not given)	0%
Cc1ccc(-c2nnc3c4ccccc4c(C)nn23)cc1NC(=O)c1ccccc1Cl	2%
Cc1ccc(NC(=O)c2oc3ccc(S(=O)(=O)N(C)C4CCCCC4)cc3c2C)c(C)c1	6%

The list continues:
SMILES | TbPYK inhibitor
Cn1c(=O)c2c(nc(N3CCOCC3)n2Cc2ccc(Br)cc2)n(C)c1=O | -4%
Cc1ccc([N+](=O)[O-])cc1S(=O)(=O)N1CCn2cccc2C1c1ccc(F)c(F)c1 (stereo not given) | -6%
Cc1ccc(NC(=O)CSc2nc(=O)n(CCN3CCOCC3)c3c2CCC3)c(C)c1 | 2%
CCOc1ccc(CCNC(=O)C2CCCN(S(=O)(=O)N(C)c3ccc(F)cc3)C2)cc1 (stereo not given) | 1%
COc1ccccc1-c1cc2nc(C)c(CCC(=O)NCCc3ccc(SC)cc3)c(C)n2n1 | -3%
COc1cccc(C2=NS(=O)(=O)N(C)C(C(=O)Nc3ccccc3SC)=C2)c1 | -2%
Cc1oc(-c2ccccc2F)nc1Cn1c(SCc2cccc(Cl)c2)nc2ccncc21 | -1%
Cc1ccc(-n2c(SCC(=O)N3CCC(C)CC3)nc3c([nH]c4ccccc43)c2=O)cc1 | -2%
COc1ccc(Cl)cc1NC(=O)c1nc(S(C)(=O)=O)ncc1N(Cc1ccc(C)cc1)Cc1ccco1 | -1%
COc1cccc(CNC(=O)C2CCC(CNS(=O)(=O)c3cccs3)CC2)c1 (stereo not given) | -5%
COc1ccc(-c2onc(C)c2C)cc1S(=O)(=O)N1CCc2ccccc21 | 3%
Cc1ccc(CN2CCC(CNC(=O)Nc3cccc(C)c3C)C2)cc1 (stereo not given) | -8%
Cc1ccc(-c2nc(CSc3nnc(C)n4c3cc3occc34)c(C)o2)cc1 | -9%
CN(C)CCNC(=O)C1CCN(c2nc3ccccc3[nH]2)CC1 | 4%[15.4 µM]
COc1cc(NC(=O)c2cc3cc4ccc(C)cc4nc3o2)cc(OC)c1OC | -5%
CC(C)NC(=O)N1CCCC2(CCN(C(=O)c3ccncc3)CC2)C1 | -1%
CCCN(C(=O)CCc1nc(-c2ccccc2F)no1)c1ccc(CC)cc1 | -2%
Cc1cccc(-n2c(/C=C\c3cccc(Br)c3)nc3ccccc3c2=O)c1 | 0%
COc1ccc(NC(=O)Cn2cnc3sc(C)c(S(=O)(=O)N4CCN(C)CC4)c3c2=O)cc1Cl | 3%
O=C(c1cnccn1)N1CCC2(CC1)CN(c1cccc(-c3ccccc3)c1)C2 | 4%
O=C(NCCCN1CCCCCC1)c1ccc2c(c1)sc1nc(-c3ccccc3)cn12 | 1%
c1ccc(N2CCN(c3ncnc4c3nc3n4CCCC3)CC2)cc1 | -3%
COc1ccc(NC(=O)Cn2nnc(C(=O)Nc3ccc(C)c(F)c3)c2N)cc1Cl | 0%
COc1cccc(NC(=O)C(Cc2ccccc2)N2Cc3ccccc3C2=O)c1 (stereo not given) | -7%
Cc1ccc(-c2noc(C3CC(=O)N(c4ccc5c(c4)OCCO5)C3)n2)cc1 (stereo not given) | 4%
Cc1ccccc1Nc1c(-c2ccc(Br)cc2O)nc2sccn12 | -5%
CC(C)NC(=O)N1CCC2(CC1)CCN(C(=O)c1ccncc1)CC2 | -2%

Screens deposited in PubChem BioAssay by National Center for Advancing Translational Sciences (NCATS).
